Bioassay records: PubChem, several laboratories
CHT PAM: CHT positive allosteric modulators, primary screen, cell-based, membrane potential dye, choline EC20 | B-score at 10 µM | CHT-expressing cells; hits give high values; LV-AA mutant CHT in HEK293 cells | High affinity choline transporter 1 (Homo sapiens), Q9GZV3 | 310,000 tested, 0.49% active;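 active = initial fluorescence not abnormally high and integrated response B-score, plate-corrected, over 3 SD above library mean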
Target sequence (Q9GZV3 whole entry, looked up): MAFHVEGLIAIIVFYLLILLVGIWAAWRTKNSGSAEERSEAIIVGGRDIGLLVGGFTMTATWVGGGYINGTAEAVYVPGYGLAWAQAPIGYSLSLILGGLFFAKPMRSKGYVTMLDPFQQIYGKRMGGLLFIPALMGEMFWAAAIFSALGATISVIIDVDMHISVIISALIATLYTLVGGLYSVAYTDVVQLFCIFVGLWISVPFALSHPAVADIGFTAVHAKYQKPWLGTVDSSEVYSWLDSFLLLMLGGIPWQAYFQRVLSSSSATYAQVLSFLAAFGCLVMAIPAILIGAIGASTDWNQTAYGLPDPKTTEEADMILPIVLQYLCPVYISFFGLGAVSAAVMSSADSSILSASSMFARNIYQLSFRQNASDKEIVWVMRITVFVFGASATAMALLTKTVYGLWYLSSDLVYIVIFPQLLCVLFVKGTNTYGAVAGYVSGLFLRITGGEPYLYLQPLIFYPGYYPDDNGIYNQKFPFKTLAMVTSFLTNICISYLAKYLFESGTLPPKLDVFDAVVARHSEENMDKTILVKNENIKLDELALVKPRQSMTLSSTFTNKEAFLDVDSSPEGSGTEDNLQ
OX1R antag-1: OX1R (HCRTR1) antagonists, primary screen, fluorescence, CHO/OX1R cells, Fluo-8 calcium, orexin A; inhibition, % at 5 µM; Fluo-8 calcium fluorescence; AID 434989, 2010; 330,000 tested, 0.43% active;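 active = inhibition above its plate's threshold, mean inhibition of all tested compounds on the plate plus 3 SD, cut at about 37% in these data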;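 also: 0% = orexin A challenge wells and 100% = SB-334867-A antagonist wells; not every result past the cut was called active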
Target sequence (O43613 whole entry, looked up): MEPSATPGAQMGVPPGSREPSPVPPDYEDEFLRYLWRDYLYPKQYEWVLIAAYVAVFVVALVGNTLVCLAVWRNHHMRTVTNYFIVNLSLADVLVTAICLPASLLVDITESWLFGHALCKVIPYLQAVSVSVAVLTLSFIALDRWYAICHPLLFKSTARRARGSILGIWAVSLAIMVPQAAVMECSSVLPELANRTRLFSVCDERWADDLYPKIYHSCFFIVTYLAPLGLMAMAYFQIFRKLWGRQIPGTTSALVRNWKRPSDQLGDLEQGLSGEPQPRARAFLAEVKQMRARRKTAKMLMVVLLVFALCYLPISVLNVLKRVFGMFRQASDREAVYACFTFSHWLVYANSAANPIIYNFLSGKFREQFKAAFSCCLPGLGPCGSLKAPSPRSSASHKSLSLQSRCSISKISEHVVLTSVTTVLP
OX1R antag-2: antagonists of human orexin 1 receptor (OX1R); 330,000 tested, 1.8% active; inhibition, % at 6.6 µM; OX1R-expressing cells, FRET antagonist read-out; Orexin/Hypocretin receptor type 1 (Homo sapiens), O43613; AID 485270, 2010; in the data active = inhibition mostly above about 38%, no sharp cut-off; inactive = mostly below about 40%;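 also: 0% = agonist challenge alone and 100% = reference antagonist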
Active calls of the source: *; i = inactive; . = not tested or not shown.

| canonical_smiles | OX1R antag-1 | CHT PAM | OX1R antag-2 |
| --- | --- | --- | --- |
| COCC(=O)N1CCCC(C(=O)c2ccc(Oc3ccccc3)cc2)C1 (centres undefined) | -21 | i | 14 |
| COc1ccccc1N(C)S(=O)(=O)c1ccc(C(=O)N2CCCc3ccccc32)cc1 | -5 | i | 30 |
| CCCC(=O)n1nc(-c2ccccc2)nc1SC | -4 | i | 8 |
| CCN(CC)c1cc(C)c2cc(NC(=O)c3ccccc3F)ccc2n1 | -48 | i | 5 |
| COc1cccc(CC(NC(C)=O)C(=O)NC2CCN(S(=O)(=O)c3ccc4ccccc4c3)CC2)c1 (centres undefined) | -14 | i | 13 |
| Cc1ccc(S(=O)(=O)Nc2cc(C)c(O)cc2C)cc1 | -10 | i | 8 |
| CC1(c2ccc(OC(F)F)cc2)NC(=O)N(CC(=O)N2c3ccccc3NC(=O)C2(C)C)C1=O (centres undefined) | 1 | . | 5 |
| N=c1n(CCN2CCCCC2)c2ccccc2n1CC(=O)c1cccc([N+](=O)[O-])c1 | -31 | i | 30 |
| COc1cc2[nH]c(C(=O)N3CCN(c4ccccc4F)CC3)cc2c(OC)c1OC | -15 | i | 10 |
| Cn1c(=O)oc2cc(S(=O)(=O)NC(Cc3ccccc3)C(=O)N3CCCCC3)ccc21 (centres undefined) | -28 | i | 16 |
| CCOC(=O)c1cc2cc(F)ccc2nc1C | -8 | i | 17 |
| COc1ccccc1N1CCN(CC(=O)Nc2ccc3c(c2)OCCO3)CC1 | -9 | i | 12 |
| COc1cc(C#N)ccc1OCC(=O)Nc1cccc(S(=O)(=O)N2CCCC2)c1 | -28 | i | 10 |
| CCN(CC(=O)Nc1ccccc1C(=O)Nc1ccccc1)Cc1nc2ccccc2c(=O)[nH]1 | -20 | i | 26 |
| O=C(N/N=C/c1ccc(OC(=O)c2ccccc2Cl)cc1)c1ccccn1 | -38 | i | 15 |
| COc1ccc(CN(C(=O)c2snc(C(N)=O)c2N)C(C(=O)NC2CCCC2)c2ccc(OC)cc2)cc1 (centres undefined) | -18 | i | 7 |
| O=C(CSc1nncs1)Nc1ccc2[nH]c(=O)[nH]c2c1 | 2 | i | 5 |
| COc1ccc(-c2c3c(=O)n(C)c(=O)n(C)c3cn2-c2ccccc2)cc1 | -33 | i | 13 |
| COC(=O)c1cc2c(ccc3ccccc32)oc1=O | -7 | i | 33 |
| CCOC(=O)C1=C(CC)Nc2ccccc2N=C1NC(=O)c1oc2ccccc2c1C | -11 | i | 27 |
| CCC(C)[C@H](N)c1cn([C@@H](CCCCN)C(=O)N2CCNCC2)nn1 (some centres undefined) | -5 | i | 22 |
| Cc1cc(=O)oc2cc(OC(C)C(=O)NCC3CCC(C(=O)O)CC3)ccc12 (centres undefined) | -6 | i | 14 |
| COc1cccc(/C=C2\SC(=S)N(NS(=O)(=O)c3ccccc3)C2=O)c1OC | -14 | i | 50* |
| O=C1c2ccccc2[C@@H]2C[C@@H](O)[C@H](Nc3cccc(C(F)(F)F)c3)CCN12 | -19 | . | 12 |
| CCOC(=O)c1cnc(SC2CC(=O)N(c3ccc(C)cc3)C2=O)nc1N (centres undefined) | -37 | i | 21 |
| Cc1ccccc1C(=O)N1CCC(C(=O)Nc2cccc(F)c2)CC1 | -10 | i | 11 |
| O=C1NC2(CCc3ccccc32)C(=O)N1CCOc1ccc(Cl)cc1 (centres undefined) | -28 | i | 9 |
| Cc1ccc(NC(=O)COC(=O)CNC(=O)C2CCCCC2)c(Br)c1 | -21 | i | 19 |
| CSc1ncccc1C(=O)Nc1ccc(C)cn1 | 0 | i | 22 |
| O=S(=O)(Cc1ncc(C(F)(F)F)cc1Cl)c1ccccc1 | -7 | i | 44 |

3 records picked at random from those above:
| canonical_smiles | OX1R antag-1 | CHT PAM | OX1R antag-2 |
| --- | --- | --- | --- |
| COCC(=O)N1CCCC(C(=O)c2ccc(Oc3ccccc3)cc2)C1 (centres undefined) | -21 | i | 14 |
| Cc1cc(=O)oc2cc(OC(C)C(=O)NCC3CCC(C(=O)O)CC3)ccc12 (centres undefined) | -6 | i | 14 |
| CSc1ncccc1C(=O)Nc1ccc(C)cn1 | 0 | i | 22 |

The list continues.
| canonical_smiles | OX1R antag-1 | CHT PAM | OX1R antag-2 |
| --- | --- | --- | --- |
| CCOC(=O)C1=C(C)NC(=S)NC1c1ccc(OCC(=O)N2CCCCCC2)cc1 (centres undefined) | -14 | i | 8 |
| CCOc1ccc(S(=O)(=O)Nc2ccc(C(=O)NN)cc2)cc1 | 0 | i | 17 |
| CC(=O)c1cccc(NC(=O)COC(=O)c2n[nH]c3ccccc23)c1 | -9 | i | 25 |
| COc1ccc(CNC(=O)CN(C)S(=O)(=O)c2ccc(Cl)cc2)cc1 | -7 | i | 25 |
| Cc1cccc(Nc2nnc(SCC(=O)Nc3cccnc3Cl)s2)c1 | -16 | i | 11 |
| CCOCCCNC(=O)c1ccc(CS(=O)(=O)Cc2cccc(C)c2)o1 | -30 | i | 0 |
| COc1ccc(/C=C\C(=O)NCc2ccc3[nH]c(C)cc3c2)cc1OC | -10 | i | 10 |
| O=S(=O)(CCSc1nc2ccccc2o1)Cc1ccccc1 | -7 | i | 4 |
| CC(=O)Nc1ccc(SCC(=O)OCC(=O)NC(=O)NC2CCCC2)cc1 | -23 | i | 2 |
| O=C(NC1CC1)C1CC(=O)N(c2cccc(Cl)c2)C1 (centres undefined) | -15 | i | 6 |
| CCc1ccc(C(=O)NC(CCSC)C(=O)OC)cc1 (centres undefined) | 4 | i | 12 |
| CCOc1ccc(CC(=O)NCCS(=O)(=O)N2CCN(c3ccccc3)CC2)cc1 | -32 | i | 10 |
| CCOC(=O)c1sc(NC(=O)c2ccc(Cl)s2)cc1C | -24 | i | 21 |
| COc1ccccc1N(CC(=O)NCCSc1ccc(Cl)cc1)S(C)(=O)=O | -17 | i | 19 |
| CCCCn1c(=O)cc(N2CCOCC2)[nH]c1=O | 2 | i | -3 |
| CCOCCCNC(=O)C(NC(=O)CNC(=O)c1ccccc1)c1ccc(C)cc1 (centres undefined) | -22 | i | 3 |
| Cc1ccc(C(=O)OCC(=O)NCc2ccc(F)cc2)o1 | -10 | . | 8 |
| CCOC(=O)C1CCCN(C(=O)CCCOc2cc(=O)n(C)c3ccccc23)C1 (centres undefined) | -15 | i | 14 |
| CCSc1nnc(NC(=O)C(C)Sc2nc3ccccc3[nH]2)s1 (centres undefined) | -14 | i | 11 |
| CCOc1ccccc1CN1CCNC(=O)C1CC(=O)NCCC1=CCCCC1 (centres undefined) | -42 | i | 26 |
| COC(=O)c1cc(NC(=O)c2cccc(C(F)(F)F)c2)c(=O)oc1C | -19 | i | 18 |
| CCOC(=O)N1CCN(c2ccc(S(=O)(=O)N(Cc3ccccc3)Cc3ccccc3)cn2)CC1 | 10 | i | 16 |
| CCOc1ccc(N2CC(=O)SC2=S)cc1 | -11 | i | 5 |
| O=C(CSc1nnc(NC(=O)c2ccco2)s1)Nc1ccc2c(c1)OCCO2 | -29 | i | 10 |
| Cc1ccc(-n2ccn(CC(=O)NCCc3ccccc3)c(=O)c2=O)cc1C | -19 | i | 2 |
| Cn1c(=O)c2c(nc(Oc3cccc(Br)c3)n2C)n(C)c1=O | -18 | i | 7 |
| COc1ccc(OC)c(NC(=O)CCN2CCN(CCO)CC2)c1 | -5 | i | 10 |
| CCOC(=O)c1ccc(NC(=O)CSc2ccc(-c3ccncc3)nn2)cc1 | -3 | i | 28 |
| COc1ccc2c(c1OC)C(=O)N1c3ccccc3C(=O)N(c3ccc(F)cc3)C21 (centres undefined) | -24 | i | 35 |
| O=c1c2ccccc2[nH]c(=S)n1CCCn1ccnc1 | -19 | i | 10 |

An excerpt of these results, with two lines to a compound:
Results follow in this order: OX1R antag-1 | CHT PAM | OX1R antag-2
- COc1ccccc1N(CC(=O)NCCSc1ccc(Cl)cc1)S(C)(=O)=O
  -17 | i | 19
- O=C(CSc1nnc(NC(=O)c2ccco2)s1)Nc1ccc2c(c1)OCCO2
  -29 | i | 10
- Cc1cccc(Nc2nnc(SCC(=O)Nc3cccnc3Cl)s2)c1
  -16 | i | 11
- CCOC(=O)c1sc(NC(=O)c2ccc(Cl)s2)cc1C
  -24 | i | 21
- CCOc1ccccc1CN1CCNC(=O)C1CC(=O)NCCC1=CCCCC1 (centres undefined)
  -42 | i | 26
- COc1ccc(OC)c(NC(=O)CCN2CCN(CCO)CC2)c1
  -5 | i | 10

Other compounds
| canonical_smiles | OX1R antag-1 | CHT PAM | OX1R antag-2 |
| --- | --- | --- | --- |
| CCOc1ccc(NC(=O)CN2CCc3ccccc3C2)cc1 | -13 | i | 9 |
| COc1ccc(-c2nn(-c3ccccc3)cc2CNCc2cccnc2)c(F)c1 | -20 | i | 25 |
| CCOC(=O)/C=C/C(=O)OCc1csc(CC(=O)Nc2ccccc2C)n1 | -24 | i | 7 |
| Cc1cccc(C(=O)NCCNC(=O)c2cccnc2)c1 | 1 | i | 8 |
| CC(=O)NC(CC(=O)OCC(=O)Nc1ccc2c(c1)OCO2)c1ccccc1 (centres undefined) | -17 | i | 8 |
| O=C(NCCc1ccc(F)cc1)c1n[nH]c2ccccc12 | -17 | i | 7 |
| C=CCC[C@@H](Cc1ccc(F)cc1)C(=O)OC[C@H](Cc1c[nH]c2ccccc12)NC(=O)[C@@H](CC=C)CC(=O)N[C@@H](CO)Cc1ccccc1 | 10 | . | 18 |
| O=C(c1ccc(F)c(S(=O)(=O)N2CCOCC2)c1)N(CCc1ccccc1)Cc1ccccc1 | -24 | i | 13 |
| Cc1ccc(NC(=O)NC(=O)c2ccccc2)cc1F | -11 | i | 5 |
| Cc1ccc(-c2cc(C(=O)Nc3cc(C)on3)c3ccccc3n2)c(C)c1 | -30 | i | 7 |
| CC(C)CN(C#N)c1nc(N2CCOCC2)nc(N2CCOCC2)n1 | -17 | i | 6 |
| COc1cc(NS(=O)(=O)c2ccc(NC(=O)c3ccc(F)cc3)cc2)ncn1 | 12 | i | -1 |
| Nc1nc(SCC(=O)Nc2ccc(OCc3ccccc3)cc2)n[nH]1 | -3 | i | 0 |
| Cc1cc(S(=O)(=O)N2CCOCC2)ccc1OCC(=O)Nc1ccc(Br)cc1F | 2 | i | 4 |
| CCCCNC(=O)CSc1nc2c(sc(=S)n2-c2cc(Cl)ccc2OC)c(=O)[nH]1 | -7 | i | 0 |
| CCc1cccc(OCCCCNCCCOC)c1 | -1 | i | 22 |
| O=C(CSc1nnc(Nc2ccccc2)s1)NN1C(=O)NC2(CCCCC2)C1=O | -16 | i | 5 |
| C=CCN1C(=O)c2ccccc2NC1c1cc(Br)cs1 (centres undefined) | -7 | i | -1 |
| Cc1cccn2c(=O)c3cc(C(=O)NCCC4=CCCCC4)n(C)c3nc12 | -14 | i | 12 |
| CN(C)c1nc(C#N)nc(N2CCOCC2)n1 | -5 | i | 10 |
| O=C(Cc1ccccc1)OCC(=O)c1cccc([N+](=O)[O-])c1 | -7 | . | 14 |
| O=C(COc1cccc(Cl)c1)Nc1ccc(N2CCOCC2)cc1 | -20 | i | 18 |
| CN(Cc1ccccc1)C(=O)CCS(=O)(=O)c1cc2c(cc1Cl)NC(=O)CO2 | -9 | i | 11 |
| O=[N+]([O-])c1ccc(COc2ccc(CNc3ccccc3)cc2)cc1 | 4 | i | 22 |
| O=C(COc1ncnc2c(Cl)cc(Cl)cc12)N1CCN(S(=O)(=O)c2ccccc2)CC1 | -10 | i | 21 |
| Cc1ccc(-c2csc(N3CCN(CCCn4c(C(F)(F)F)nc5ccccc54)CC3)n2)cc1 | -45 | i | 6 |
| COCCNC(=O)C(c1ccc(C)cc1)N(Cc1cccs1)C(=O)CCC(=O)Nc1ccccn1 (centres undefined) | 22 | i | 75* |
| COc1cc2cc(C#N)c(SCC(=O)Nc3cc(C)on3)nc2cc1OC | -10 | i | 47 |
| COc1cccc(Oc2ccc(C(F)(F)F)cc2NC(=O)CCc2nc3ccccc3c(=O)[nH]2)c1 | -30 | i | 32 |
| COc1ccc(N(C(=O)c2ccco2)C(C(=O)NC2CCCC2)c2cccs2)cc1OC (centres undefined) | -38 | i | 17 |
| Cc1cccc(NC(=O)c2ccccc2NC(=O)C2CCCCC2)c1C | -35 | i | 16 |
